Screening data (PubChem BioAssay)
TCR activator: T cell receptor activation; primary human leukocytes, anti-CD3, IL-2 HTRF, 48 h; 330,000 tested, under 10 active; Potency, µM (series often up to 9.22 µM), inactives show at the highest dose activation of IL-2 secretion, actives largely listed as activators; also: % of control where 0% means no effect
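48 hr co-incubation of compounds, a-CD3 beads and primary human leukocytes; IL-2 quantified homogeneously by HTRF with anti-IL-2 K and d2 conjugates.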
FBPA coupling cs: counter-screen for Giardia aldolase inhibitors: coupling enzyme system; coupling enzyme system counterscreen, AmpLite Red fluorescence; 290,000 tested, 0.67% active; activity change, negative = inhibition, % at 58.2 µM, hits read low; in the data active = activity change below about -30%; also: % is scaled to controls: 0 for no effect and ±100 for the full control effect
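Activity here indicates interference with the coupling reaction, not aldolase inhibition. Compounds at 57.5 uM final met coupling enzymes for 10 min at RT; substrate and AmpLite Red detection followed, with a 525/598 nm fluorescence read after 20 min.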
Tb PFK inh: blocks T. brucei phosphofructokinase. O15648. T. brucei PFK, ADP-Glo luminescence. Potency, µM (series often up to 57.5 µM), for inactives: top-dose activity, negative = inhibition, most hits filed as inhibitors. 330,000 tested, 0.17% active. AID 485367;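 also: potency is read from the fitted curve at half-maximal effect; 0% = uninhibited 1x PFK enzyme wells and -100% = no-enzyme wells; nearly all actives have a fitted effect of over 60% in size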
Target sequence (O15648 whole entry, looked up): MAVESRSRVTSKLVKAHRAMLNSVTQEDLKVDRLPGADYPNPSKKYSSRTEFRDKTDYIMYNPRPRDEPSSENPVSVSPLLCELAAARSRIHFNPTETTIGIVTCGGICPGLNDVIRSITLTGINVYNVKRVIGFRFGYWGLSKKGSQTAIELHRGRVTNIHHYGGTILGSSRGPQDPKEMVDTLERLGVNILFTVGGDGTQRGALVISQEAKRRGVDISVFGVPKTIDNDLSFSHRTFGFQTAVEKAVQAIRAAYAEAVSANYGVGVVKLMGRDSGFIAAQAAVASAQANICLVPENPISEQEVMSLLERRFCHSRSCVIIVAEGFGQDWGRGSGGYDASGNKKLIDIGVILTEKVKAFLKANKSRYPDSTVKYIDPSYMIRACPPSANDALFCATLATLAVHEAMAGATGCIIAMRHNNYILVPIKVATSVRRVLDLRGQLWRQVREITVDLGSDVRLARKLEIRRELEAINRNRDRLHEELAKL
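Luminescent ADP detection (ADP-Glo, two-step: ATP depletion then ADP-to-ATP conversion for luciferase) reported PFK activity after 45 min room-temperature reaction of 1.25 nM enzyme with 0.5 mM F6P and 0.1 mM ATP at pH 8.0.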
TSHR antag: blocks TSH signaling through the human TSH receptor. TSHR-expressing cells, TSH-stimulated cAMP HTRF, 2 h; hits give low values. P16473. 330,000 tested, 0.2% active. activity change, negative = inhibition, % at 11.5 µM. AID 504810;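 active = activity change below a set negative limit, meaning inhibition stronger than a set level, cut at about -70% in these data; inconclusive = activity change between two set negative limits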; also: % is scaled to controls: 0 for no effect and ±100 for the full control effect
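Inhibition of cAMP made by TSHR-expressing cells under TSH stimulation (4nM final, EC80; 2 h, 37 deg C) is quantified with a one-step lysis HTRF kit, anti-cAMP cryptate versus cAMP-d2.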
AT treatment: potential ataxia-telangiectasia treatments restoring KAP-1 phosphorylation | […] A-T fibroblasts, KAP-1 phosphorylation AlphaLISA; neocarzinostatin DNA damage 30 min before lysis | Potency, µM (series often up to 57.5 µM), without a hit: top-dose activation, most hits filed as activators | 320,000 tested, 0.19% active; also: potency is read from the fitted curve at half-maximal effect; % of control where 0% means no effect; nearly all actives have a fitted effect of over 45% in size
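hTERT-immortalized A-T patient fibroblasts ([…]), 500 cells/well in OPTI-MEM, 1% FBS, got compounds for 60 min, then NCS for 30 min at 37C. Lysates were then assayed for phospho-KAP-1 by AlphaLISA (anti-pKAP1 donor, anti-KAP1 acceptor beads), 6 hr at 25C.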
BCR signal inh: chronic active BCR signaling inhibition. Potency, µM (doses to about 46.1 µM), for the others: top-dose ratio change, negative = lower green/red ratio, hits mostly inhibitors. 340,000 tested, 0.05% active. ABC-DLBCL IkBa-CBG/CBR reporter, luminescence ratio, 4 h. AID 493014; active = well fitted inhibition curve with a large enough effect in the signal ratio, with a control signal flat, not every such curve was filed as active; inconclusive = small, poorly fitted or top-dose-only effect, or effect the other way, or a change in a side signal; the % refers to the signal ratio;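 also: potency is read from the fitted curve at half-maximal effect; plate controls were basal doxycycline-induced cells for no effect and cells given 10 µM MG132 for full effect; MG132 reads +100%, hits lower the ratio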
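TMD8 human ABC-DLBCL cells with doxycycline-inducible IκBα–green luciferase fusion and unfused red luciferase, in 0.5% FBS medium; compounds up to 46 uM, 4 h at 37C. Green/red luminescence ratio, filter-overlap corrected, fitted to concentration-response curves.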
GALK inh: blocks human galactokinase activity | P51570 | Purified GALK, Kinase-Glo residual ATP luminescence | Potency, µM (titrated, usually from 57.5 µM), for the others: at the top dose activity change, negative = inhibition, usual class: inhibitors | 270,000 tested, 0.007% active | AID 1868; also: potency is read from the fitted curve at half-maximal effect; % is scaled to controls: 0 for no effect and ±100 for the full control effect
Target sequence (P51570 whole entry, looked up): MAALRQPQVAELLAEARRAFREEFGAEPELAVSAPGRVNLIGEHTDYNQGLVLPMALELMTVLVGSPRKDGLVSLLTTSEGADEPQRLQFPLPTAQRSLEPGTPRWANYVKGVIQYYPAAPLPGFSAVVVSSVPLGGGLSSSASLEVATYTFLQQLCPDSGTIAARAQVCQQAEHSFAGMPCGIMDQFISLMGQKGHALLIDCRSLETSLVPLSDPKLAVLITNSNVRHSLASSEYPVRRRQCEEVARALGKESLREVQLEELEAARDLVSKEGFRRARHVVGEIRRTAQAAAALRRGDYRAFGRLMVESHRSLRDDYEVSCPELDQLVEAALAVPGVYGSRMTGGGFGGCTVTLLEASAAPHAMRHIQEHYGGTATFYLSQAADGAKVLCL
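Quantitative HTS: GALK 5 nM, ATP 35 uM, galactose 100 uM, 1 h room temperature, then luciferase-based ATP detection.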
CXXC DNA block: MLL CXXC-DNA interaction inhibition. Q03164. MLL-CXXC / FITC-HOXA9 DNA fluorescence polarization. Potency, µM (series often up to 115 µM), for inactives: at the top dose activity change, negative = inhibition, most hits filed as inhibitors. 290,000 tested, 0.037% active; active = well fitted inhibition curve with a large enough effect in the polarisation, with a control signal flat, not every such curve was filed as active; inconclusive = small, poorly fitted or top-dose-only effect, or effect the other way, or a change in a side signal; inactive = no such curve, though single readings can be large or run the other way; the % refers to the polarisation; also: potency is read from the fitted curve at half-maximal effect
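Purified MLL-CXXC (added from a 7 uM solution) was preincubated 5 min at ambient with pinned compounds in 50 mM Tris-HCl pH 7.5, 50 mM NaCl, 1 mM DTT, 0.05% BSA. Fluorescein-labeled HOX-A9 DNA (50 nM solution) followed, 30 min, then polarization read.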
KCNH2 WT inh: KCNH2 (human, wildtype) channel inhibition. activity change, % at 1.84 µM. Q12809. 340,000 tested, 0.37% active. U2OS, BacMam KCNH2, thallium flux FluxOr; hits give low values;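 active = maximum activity change below -70%; inconclusive = maximum activity change between -70% and -50%; inactive = maximum activity change above -50%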; also: % is scaled to controls: 0 for no effect and ±100 for the full control effect
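U2OS cells transduced with wild-type KCNH2 virus are loaded with FluxOr dye for 45 min, and thallium flux is measured in kinetic reads before and after stimulation buffer. Rate constants are normalized to DMSO controls.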
Giardia killer: kills Giardia lamblia; Giardia lamblia trophozoite viability; activity change, % at 7.66 µM, hits read low; 340,000 tested, 0.15% active; AID 540267; in the data active = activity change below about -80%; inconclusive = between about -30% and that limit;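 also: parasites exposed to compound for two days anaerobically before the ATP read; % is scaled to controls: 0 for no effect and ±100 for the full control effect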
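Compounds were tested on trophozoites seeded at 100 cells/well and held 48 hrs at 37 deg C anaerobically. An ATP-based luminescent kit measured the remaining live cells.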
Active calls of the source: *; i = inactive; ? = inconclusive; / = not tested or not shown; [ ] = remark or other dose. Unless noted, calls follow the shape of the dose curve; as a rule, active = well fitted curve in the direction sought with a large enough effect; inconclusive = small, poorly fitted or top-dose-only effect, or another doubt; inactive = no such curve, though single readings can be large; an effect the other way counts as inactive or inconclusive.

SMILES	TCR activator	FBPA coupling cs	Tb PFK inh	TSHR antag	AT treatment	BCR signal inh	GALK inh	CXXC DNA block	KCNH2 WT inh	Giardia killer
C[C@H]1COC(=O)[C@@H](Cc2ccc(F)cc2)CC/C=C/C[C@@H](CC(=O)N(CCO)Cc2ccccc2)C(=O)N1	-4%	/	-1%	21	-2%	0%	/	/	-1	-12
Cc1ccc(OCCCOc2cccc3cccnc23)cc1C	-23%	-1	5%	13	9%	4%	-5%	5%	0	-10
O=C(N/C(=C/c1ccccc1)C(=O)N1CCCCC1)c1ccc(Br)o1	4%	/	-2%	7	-14%	?	-5%	-4%	-9	-7
Cc1ccc(Cn2c(Sc3ncccn3)nc3c2c(=O)[nH]c(=O)n3C)cc1	9%	2	-1%	3	3%	1%	-4%	3%	4	-3
OCCN(CC(O)Cn1ccc2ccccc21)CC(O)Cn1ccc2ccccc21 (stereo not drawn)	-1%	-2	-5%	-5	0%	?	-3%	-1%	6	-7
Cc1cc(NC(=O)c2cccc(S(=O)(=O)N3c4ccccc4CC3C)c2)no1 (stereo not drawn)	6%	-2	3%	-2	2%	7%	-1%	-1%	-9	-3
Cc1ccccc1NC(=O)C(Cl)=C(Cl)Cl	1%	0	2%	-10	-4%	?	0%	-9%	-6	17
Nc1ccc(Oc2ccc(Cl)cc2)cc1	1%	0	-4%	-1	3%	-11%	2%	-6%	-19	-5
CCCOc1ccc(N2C(=O)CC(SC(=NC)Nc3ccc(F)cc3)C2=O)cc1 (stereo not drawn)	-1%	2	0%	-3	-1%	8%	3%	23%	-2	19
CCOC(=O)c1c(C=O)c(C)n(Cc2ccc(C)cc2)c1C	7%	0	1%	16	/	?	4%	1%	-6	6
O=C1Nc2ncccc2OC1CCCl (stereo not drawn)	2%	5	1%	10	4%	9%	-2%	-2%	-10	19
CCc1ccc(C2NC(=O)c3ccccc3O2)cc1 (stereo not drawn)	2%	0	1%	2	-3%	0%	/	9%	6	-14
CCC(C)n1ncn(-c2ccc(N3CCN(c4ccc(OC)cc4)CC3)cc2)c1=O (stereo not drawn)	7%[46.1 µM]	2	-6%	3	-4%	0%	3%	1%	-16	-25
O=C1c2ccccc2NC(c2cccc([N+](=O)[O-])c2)N1O (stereo not drawn)	4%	0	-15%	13	9%	-6%	3%	18%	-3	13
COc1ccc(-c2ccc(CCC(=O)O)n2CC2CCCO2)cc1 (stereo not drawn)	-1%	3	2%	1	-2%	4%	2%	3%	9	-1
COc1ccc(C2CC(c3ccccc3)=NN2C(=O)COC(=O)c2cccnc2)cc1 (stereo not drawn)	-5%[46.1 µM]	2	11%	-3	3%	11%	0%	17%	4	9
CCOc1ccccc1/C=N/NC(=O)c1cccc(Cl)c1	1%[46.1 µM]	2	0%	4	9%	?	0%	18%	0	3
COCCOC1CCN(C(=O)C2CCC(=O)N(CCc3ccccc3)C2)CC1 (stereo not drawn)	3%	/	-14%	6	12%	0%	-1%	-1%	5	-3
CC(=O)N1c2ccc(S(=O)(=O)NCCC(=O)Nc3ccc(C)c(Cl)c3)cc2CC1C (stereo not drawn)	-18%	0	14%	-2	9%	2%	-7%	42%[activator]	-1	7
O=C1CCC(C(=O)NCCCn2ccnc2)N1 (stereo not drawn)	-15%	1	0%	-4	9%	8%	1%	12%	-10	-15
CCCCn1c(-c2nn(C)cc2Cl)n[nH]c1=S	1%	1	4%	-3	-6%	?	/	5%	-3	-2
O=C(CCCN1C(=O)c2cccc3cccc(c23)C1=O)NCc1cccnc1	0%	3	-3%	-6	1%	-10%	0%	-3%	-12	6
CC(OC(=O)Cn1[nH]c(=O)c2ccccc2c1=O)C(=O)Nc1ccc(F)cc1Cl (stereo not drawn)	7%	/	6%	11	16%	-2%	/	/	-2	11
COc1cc(C(=O)NCc2nnc(SCC(=O)Nc3cccc(C(F)(F)F)c3)o2)cc(OC)c1OC	4%	/	1%	4	8%	-5%	1%	3%	-2	-9
COc1ccccc1C(=O)Nc1ccc(Br)cc1C	0%	0	-6%	-16	10%	24%	11%	3%	3	4
CC(C)(O)C#Cc1ccc(C(=O)N2CCC(CCC(=O)NC3CC3)CC2)cc1	-2%	/	-5%	12	3%	0%	7%	-7%	-6	14
CCCCN(C(=O)CSc1ncn[nH]1)c1c(N)n(Cc2ccccc2)c(=O)[nH]c1=O	-20%	/	4%	-1	-2%	-1%	/	/	4	-9
CCOC(=O)c1[nH]c(C)c(C(=O)NCc2ccccn2)c1C	1%[46.1 µM]	-2	-3%	-9	-4%	7%	-4%	-1%	-17	1
CCCCN(CCCC)Cc1ccc(C(=O)NN)o1	10%	0	-2%	9	-5%	-17%	3%	-5%	11	-28
COc1ccc(NC(=O)Nc2ccccc2F)cc1Cl	-2%	-1	-2%	-11	/	?	-1%	-12%	-1	4
Cc1cc(NC(=S)NC(=O)/C=C/c2ccc(S(=O)(=O)N3CCOCC3)cc2)ccc1Br	7%	-1	4%	-9	3%	-2%	0%	-19%	i	6
Cc1cc(NC(=O)Cc2ccccc2C)no1	-1%	1	0%	-4	0%	-4%	-2%	-11%	-2	5
CCOC(=O)c1sc(NC(=O)CCCn2nc([N+](=O)[O-])cc2C)c(C(=O)OCC)c1C	-1%[46.1 µM]	-1	-4%	-20	0%	0%	0%	-3%	-1	-7
CN(CC(=O)Nc1ccc(F)cc1)C(=O)c1cc(-c2cccs2)nn1-c1ccccc1	-3%	/	0%	11	-2%	-1%	/	/	0	-7
CC1=C(C(=O)Nc2cccc(C(=O)NC3CCCC(C)C3C)c2)SCCO1 (stereo not drawn)	0%	/	5%	1	-4%	?	4%	1%	8	-12
O=C(Nc1nc2c(s1)CCCC2)c1cc(-c2ccccc2)nc2ccccc12	1%[46.1 µM]	0	0%	7	-1%	?	0%	11%	-1	1
Cc1cc(NC(=O)CSc2nc3cc(Cl)ccc3c(=O)n2C(C)C)no1	-7%	/	24%	1	-4%	5%	/	/	-1	9
Cn1c(=O)c(C(=O)CCl)c(N)n(Cc2ccccc2)c1=O	5%	1	-5%	-4	-8%	-1%	/	16%	-15	7
CCc1ccc(NS(=O)(=O)c2cccc3nsnc23)cc1	-2%	1	-2%	-2	1%	9%	2%	10%	-5	15
CC(CCc1ccccc1)NC(=O)COC(=O)CC1CC2CCC1C2 (stereo not drawn)	1%[46.1 µM]	-4	2%	-7	2%	-3%	2%	19%	-1	10
O=C(COC(=O)c1ccc(F)cc1)Nc1ccccc1N1CCOCC1	-5%[46.1 µM]	-1	-1%	-11	5%	?	1%	-1%	-5	0
CCc1ccccc1NC(=O)CSc1nc2ccccc2nc1N1CCOCC1	-5%	1	0%	9	15%	-1%	/	/	3	-19
Cn1c(Cc2ccccc2)nnc1SCc1ccc(C(=O)O)cc1	-3%[46.1 µM]	3	-1%	-2	0%	0%	/	10%	-2	1
COC(=O)c1sccc1S(=O)(=O)Nc1ccc(C)cc1	-1%	-20	-4%	8	-6%	-9%	5%	-16%	2	21
NC(=O)CCC(NC(=S)Nc1ccccc1)C(=O)O (stereo not drawn)	0%	-8	7%	10	-3%	?	-3%	20%	4	-7
CSCCOC(=O)C1=C(C)NC(=O)NC1c1ccc2c(c1)OCO2 (stereo not drawn)	1%	5	0%	11	-7%	?	-1%	-3%	6	11
CCc1cccc(NC(=O)CSCc2nc3sc(C)c(C)c3c(=O)[nH]2)c1	1%	/	0%	5	0%	-6%	/	/	-11	5
Cc1cccc(C(=O)NCC2CCN(C(=O)c3cccc(C)c3)CC2)c1	2%	2	0%	13	12%	0%	2%	0%	-5	7
C[C@@H](C(=O)N1CCN(C(=O)OC(C)(C)C)CC1)n1cc(CCC(=O)O)nn1	2%	6	5%	4	-3%	-9%	0%	-4%	-13	16
CCOC(=O)Cc1nnc(NC(=O)CSc2ccc(Cl)cc2)s1	4%	-2	1%	-6	1%	4%	-2%	-2%	5	-10
CCOC(=O)c1c(C)oc2c1c(C(c1cccnc1)N1CCOCC1)c(O)c1ccccc12 (stereo not drawn)	-6%	-44*	-5%	-7	?	?	2%	-5%	-15	-4
CCn1c(SCC(=O)NC2CC2)nnc1C(C)Oc1ccccc1 (stereo not drawn)	-3%	/	0%	-5	-5%	-3%	-4%	-3%	-6	57[activator]
COc1ccc(CCNC(=O)COc2nsnc2N2CCOCC2)cc1OC	-5%	-1	8%	2	8%	-5%	-2%	5%	1	-2
O=C(O)CCCC(=O)Nc1ccc(N2CCCC2)cc1	-2%	1	0%	-16	7%	?	-3%	-9%	-5	8
